rCAG binder: binders of r(CAG) RNA repeats, primary screen, biochemical, fluorescence; r(CAG) RNA repeat, TO-PRO-1 dye displacement fluorescence; inhibition, % at 3 µM; hit rate 1.3% among 370,000; AID 651821, 2012;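 active = inhibition above the plate cutoff, the mean of all test compounds on that plate plus 3 SD, cut at about 35% in these data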;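 also: 0% = DMSO alone and 100% = 100 µM mitoxantrone as full dye displacement; higher means more dye released from RNA so lower well fluorescence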
SIAE inh: human SIAE inhibitors, primary screen, biochemical, fluorescence polarization, FP-Rh probe, 1536-well HTS; Sialate O-acetylesterase (Homo sapiens), Q9HAT2; SIAE FP-Rh probe binding; inhibition, % at 9.66 µM; hit rate 0.69% among 370,000;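 active = inhibition above a cutoff: mean of compounds within the control limits plus 3 SD of those, cut at about 17% in these data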;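 also: 0% = plate median of compound wells and 100% = probe without SIAE protein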
Target sequence (Q9HAT2 whole entry, looked up): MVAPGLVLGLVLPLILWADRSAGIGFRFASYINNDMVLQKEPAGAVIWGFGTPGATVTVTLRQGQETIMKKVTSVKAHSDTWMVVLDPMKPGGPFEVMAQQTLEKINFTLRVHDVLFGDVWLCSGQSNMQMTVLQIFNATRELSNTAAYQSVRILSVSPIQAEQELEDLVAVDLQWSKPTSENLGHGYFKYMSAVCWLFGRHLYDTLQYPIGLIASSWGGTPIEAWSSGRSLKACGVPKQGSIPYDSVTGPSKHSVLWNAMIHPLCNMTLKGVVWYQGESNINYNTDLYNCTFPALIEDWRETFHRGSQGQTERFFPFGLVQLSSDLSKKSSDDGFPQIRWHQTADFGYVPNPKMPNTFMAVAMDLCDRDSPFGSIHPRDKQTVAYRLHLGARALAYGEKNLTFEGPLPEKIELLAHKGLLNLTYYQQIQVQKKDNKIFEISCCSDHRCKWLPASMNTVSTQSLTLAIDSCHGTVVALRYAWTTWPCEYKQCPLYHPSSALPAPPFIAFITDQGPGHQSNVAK
HTRA1 inhibitor: HTRA1 serine protease inhibitors, primary screen, biochemical, fluorescence polarization, HTS; Q92743; recombinant HTRA1, FP-rhodamine activity-based probe; inhibition, % at 5.96 µM; hit rate 0.5% among 340,000; in the data active = inhibition above about 36%;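 also: 0% = enzyme with DMSO and 100% = wells lacking enzyme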
ABHD4 inh: ABHD4 inhibitors, primary screen, biochemical, fluorescence polarization, mouse; purified mABHD4, FP-Rh probe fluorescence polarization; AID 720543, 2013; (Lyso)-N-acylphosphatidylethanolamine lipase (Mus musculus), Q8VD66; inhibition, % at 8.92 µM; hit rate 0.54% among 370,000;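 active = inhibition exceeding the mean over every tested compound plus 3 SD, cut at about 30% in these data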;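 also: 0% = plate median of compound wells and 100% = S159A mutant with DMSO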
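system = mouse ABHD4 enzyme, wild type | medium = HEPES pH 7.0, NaCl, Pluronic buffer | also added = FP-Rh probe | incubation = Enzyme–compound pre-incubation 45 min, then probe 60 min, both 25 °C | technique = fluorescence polarization, excitation 525 nm, emission 598 nm, BODIPY TMR filters | controls = S159A mutant high control, sample median low control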
TDP2 absorb: human TDP2 enzyme inhibitors, primary screen, biochemical, epi absorbance, recombinant enzyme. Tyrosyl-DNA phosphodiesterase 2 (Homo sapiens), O95551. T5PNP hydrolysis, p-nitrophenol absorbance 415 nm. inhibition, % at 12.8 µM. hit rate 0.34% among 370,000. AID 720702, 2013;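 active = inhibition above the mean of all tested compounds plus 3 SD, set per campaign, cut at about 25% in these data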;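 also: 0% = DMSO with enzyme and 100% = buffer with substrate but no TDP2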
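test system = human TDP2 enzyme | input = TDP2 enzyme at 120 nM final | medium = 50 mM Tris-HCl pH 7.5 with Mg2+, KCl, DTT, BSA | also added = T5PNP substrate, 5 mM | times = 2 h at 37 °C | technique = epi absorbance | benchmarks = high control without enzyme, low control DMSO plus TDP2 | replication = each compound tested once, singlicate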
TCR-CD3 inh: inhibitors of human TCR-CD3 interaction, primary screen, biochemical, fluorescence, TAMRA-labeled TCR probe; hit rate 0.37% among 360,000; AID 651800, 2012; T-cell receptor (TCR); inhibition, % at 9.4 µM; in the data active = inhibition above about 19%;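 also: recombinant mutant TCR 2C K166C tagged with TAMRA read by polarization; 0% = receptor in buffer alone and 100% = receptor with positive control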
LEDGF integ inh: blockers of LEDGF/p75-dependent integrase strand transfer – biochemical, TR-FRET, high throughput, primary screen; HIV-1 integrase (with human LEDGF/p75); TR-FRET IN-LEDGF/p75 DNA integration, Eu/Cy5; inhibition, % at 3.7 µM; hit rate 0.64% among 370,000; AID 743269, 2014;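 active = inhibition above the screen-wide mean plus 3 SD, cut at about 13% in these data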;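 also: signal is the Cy5 over europium emission ratio at 671 and 618 nm; 0% = plate median of compound wells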
NPR2 activator: human GC-B receptor activators, primary screen, HEK293 GC-B cells, cGMP TR-FRET, EC30 CNP; Atrial natriuretic peptide receptor 2 (Homo sapiens), P20594; 0% at EC30 CNP, 100% saturating CNP; activation, % at 10 µM; hit rate 0.11% among 370,000; AID 1920062, 2024;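 active = activation at 10 µM reaching about 35% in either raw or pattern-adjusted values, limit read from the data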
PRMT1 FP inh: PRMT1 methyltransferase inhibitors, primary screen, biochemical, fluorescence polarization; Protein arginine N-methyltransferase 1 (Homo sapiens), Q99873; recombinant PRMT1, activity-based probe fluorescence polarization; inhibition, % at 2.79 µM; hit rate 1.3% among 370,000; AID 652257, 2013;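 active = inhibition above about 21% made by adding two undisclosed values, limit read from the data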
Target sequence (Q99873 whole entry, looked up): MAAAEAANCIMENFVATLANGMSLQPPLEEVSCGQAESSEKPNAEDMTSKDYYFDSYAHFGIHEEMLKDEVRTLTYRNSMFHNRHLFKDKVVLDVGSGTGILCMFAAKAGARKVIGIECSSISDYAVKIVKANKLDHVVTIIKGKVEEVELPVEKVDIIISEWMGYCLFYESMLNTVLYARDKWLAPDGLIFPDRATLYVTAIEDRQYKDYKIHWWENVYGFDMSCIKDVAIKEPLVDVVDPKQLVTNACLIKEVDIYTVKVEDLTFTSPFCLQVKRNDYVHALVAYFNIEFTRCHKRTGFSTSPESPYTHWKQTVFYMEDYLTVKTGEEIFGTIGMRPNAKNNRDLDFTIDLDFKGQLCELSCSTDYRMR
MBD2 inh: inhibitors of MBD2 binding to methylated DNA, primary screen, biochemical, TR-FRET, DNA-binding domain, human; hit rate 0.31% among 370,000; inhibition, % at 4.4 µM; MBD2 binding to methylated oligonucleotide; AID 686964, 2013; in the data active = inhibition above about 13%
The depositor's hits bear a star; x = no result given. Some of the compounds tested; rates above refer to the full screens.

SMILES	rCAG binder	SIAE inh	HTRA1 inhibitor	ABHD4 inh	TDP2 absorb	TCR-CD3 inh	LEDGF integ inh	NPR2 activator	PRMT1 FP inh	MBD2 inh
COc1ccc([C@H]2[C@@H]3C=CCC[C@@]3(C)C(=O)N2Cc2ccccc2)cc1Cl	-5	-4	-32	-1	-1	0	-2	-15	-1	5
CC(NC(=O)COC(=O)COc1ccc(Cl)cc1)c1ccccc1 (stereo not given)	3	0	7	1	-7	5	1	-8	-2	0
Cn1c(=O)oc2cc(S(=O)(=O)N3CCN(C(=O)C4CCCO4)CC3)ccc21 (stereo not given)	1	1	x	3	4	x	-2	-7	-7	-1
C/C(=N\N1CCN(c2ccc(Cl)cc2)CC1)c1ccco1	1	1	15	6	-11	7	4	5	2	0
C=C(C)COc1ccc(-c2[nH]ncc2-c2ccccc2)c(O)c1	6	-5	-12	-31	-19	0	-3	-12	-3	3
COc1ccc(C(=O)N2C=Cc3ccccc3C2C(N)=O)cc1 (stereo not given)	-1	6	4	2	2	-4	1	2	2	3
Clc1cccc(Cc2c(-c3ccco3)nc3ccc(Br)cn23)c1	29	-7	x	1	-11	-5	11	10	34*	3
N#C/C(=C\c1c(N2CCCCC2)nc2ccccn2c1=O)C(=O)NC1CCS(=O)(=O)C1 (stereo not given)	-5	0	2	5	-1	2	-2	-1	6	-2
CCc1nc2c(OCc3ccc(OC(F)F)cc3)cccn2c1N(C)C(=O)c1ccco1	4	5	x	6	-10	8	-4	6	-1	1
Cc1ccc(C)c(OCCC(=O)NNC(=O)c2ccccc2F)c1	-1	-3	-1	-1	3	5	1	4	-3	1
CC(=O)Oc1ccc(/C=C2\C=C(c3ccc(C)cc3)OC2=O)cc1	5	0	-1	-1	1	2	2	6	0	0
CCCCSCc1nc2nc(Cl)c(Cl)nc2[nH]1	1	-3	-2	-16	4	-4	-1	9	7	6
CCC(CO)NCc1cc(OC)c(OCC(=O)NCCc2ccccc2)cc1Br (stereo not given)	-4	6	6	-5	-15	-1	0	-5	3	-8
O=C(O)CCC(=O)N1CCc2cc(S(=O)(=O)N(CCc3ccccc3)Cc3ccccc3)ccc21	63*	-14	-29	-35	-24	4	8	3	2	4
CCC(C)CNC(=O)c1cn(C(C)c2ccccc2)nn1 (stereo not given)	0	5	x	-2	10	x	0	-4	0	2
Cc1ccnc(N2C(=O)CSC2c2ccc(Cl)cc2)c1 (stereo not given)	-2	0	0	4	-13	3	-1	-9	-3	-5
O=C(N/N=C/c1ccoc1)c1ccccc1Br	4	-4	-3	-4	0	3	1	-1	-3	2
O=C1C2ON(c3ccccc3)C(c3cccnc3)C2C(=O)N1c1ccc(Cl)c(Cl)c1 (stereo not given)	26	4	-5	-1	0	-2	1	1	3	-4
CCC(C)(C)NC(=O)C(c1ccc(C)cc1)N(Cc1ccco1)C(=O)Cn1nnc2ccccc21 (stereo not given)	1	-1	-7	-18	-5	-5	-4	-18	4	11
Cn1c(=O)c2[nH]c(C=Cc3ccc4c(c3)OCO4)nc2n(C)c1=O	4	3	1	1	11	4	1	2	-4	0
CC(=O)OCc1c(COC(C)=O)[n+](=O)c2ccccc2n1[O-]	-1	6	7	5	-6	-6	-2	1	-1	1
C/C=C/C(=O)OCC(=O)Nc1cccc(S(=O)(=O)NC2=NCCCCC2)c1	0	3	1	0	-4	-3	1	-2	-4	-5
CCOC(=O)c1c(C)[nH]c(C)c1C(=O)CSc1nnc(-c2ccco2)n1Cc1ccccc1	-3	-5	0	-4	12	3	1	1	0	-2
CCn1c(NCc2ccccc2Cl)nc2ccccc21	0	-3	-1	4	-1	4	-3	-1	2	2
C[C@@H]1Cn2cnc(C(=O)N(C)Cc3ccccc3)c2C(=O)N1	-1	-1	x	3	4	-2	-3	4	1	2

Three records picked at random from those above, as already listed:
SMILES	rCAG binder	SIAE inh	HTRA1 inhibitor	ABHD4 inh	TDP2 absorb	TCR-CD3 inh	LEDGF integ inh	NPR2 activator	PRMT1 FP inh	MBD2 inh
O=C(N/N=C/c1ccoc1)c1ccccc1Br	4	-4	-3	-4	0	3	1	-1	-3	2
C/C(=N\N1CCN(c2ccc(Cl)cc2)CC1)c1ccco1	1	1	15	6	-11	7	4	5	2	0
C/C=C/C(=O)OCC(=O)Nc1cccc(S(=O)(=O)NC2=NCCCCC2)c1	0	3	1	0	-4	-3	1	-2	-4	-5

(cont.)
SMILES	rCAG binder	SIAE inh	HTRA1 inhibitor	ABHD4 inh	TDP2 absorb	TCR-CD3 inh	LEDGF integ inh	NPR2 activator	PRMT1 FP inh	MBD2 inh
CC(=O)N1CCN(C(C(=O)Nc2c(C)cccc2C)c2cccc(F)c2)CC1 (stereo not given)	-1	4	x	-6	4	3	-5	-1	2	1
O=C(CCc1ccccc1)N[C@H]1[C@@H](OC(=O)c2cnccn2)CCC[C@@]12C(=O)N(Cc1ccccc1)c1ccccc12	3	-5	x	-7	-3	x	5	-15	-5	-8
COc1ccc(/C=N/NC(=S)Nc2ccccc2)cc1COc1cccc(C)c1C	9	2	-15	-2	5	4	4	-2	-1	1
C[C@H]1[C@@H](OC(=O)Nc2ccc(C#N)cc2)CC[C@@]23CCCN2C(=O)CCC[C@@H]13	x	-2	x	-3	-2	x	-1	-4	-1	0
COc1ccc(-c2ccc(-c3cc(=O)oc4cc(OC)c(OC)c(OC)c34)cc2)cc1	3	5	-1	4	1	3	-4	-7	-5	0
CN1CCN(C(=O)c2cc3nc(-c4ccc(Cl)cc4)cc(C(F)(F)F)n3n2)CC1	-6	1	-1	0	-7	4	-2	5	2	-1
COc1cccc(CNC(=O)c2cc3c(c(-c4cccc(-c5cccc(C#N)c5)c4)n2)[C@H](CCO)N(S(=O)C(C)(C)C)C3)c1 (stereo not given in full)	12	-20	x	-21	-7	-2	7	28	-3	-7
Fc1ccc(CSc2nnc(Cc3sc(-c4ccccc4)nc3-c3ccccc3)o2)cc1	1	1	-10	-4	-8	2	0	-3	2	5
COC(=O)Nc1ccc2c(c1)ncn2C1CCCCC1	-3	1	-1	3	3	-1	-2	-2	2	1
O=C(O)CSCC(=O)Nc1ccc(C(=O)O)cc1	2	13	-5	-1	6	1	-4	3	1	1
CC(C)C(=O)N1CCC2(CC1)Oc1ccc(Cl)cc1C(=O)C21CC(c2ccccc2)=NO1 (stereo not given)	0	-2	-29	-12	1	4	-1	-9	1	-1
O=C(COc1ccccc1Cl)Nc1ccc(S(=O)(=O)Nc2ccccn2)cc1	10	0	1	-7	-6	-4	0	-6	2	7
O=C(NCCc1ccccc1)C(=O)NCC1OCCN1S(=O)(=O)c1ccccc1 (stereo not given)	-3	2	10	4	13	-1	-3	-6	3	3
CCOC(=O)C1=C(C)N=c2s/c(=C\c3ccc(OC(C)=O)cc3)c(=O)n2C1/C=C/c1ccccc1 (stereo not given)	5	-2	4	-5	1	-3	3	-2	0	-6
CCC1CCCCN1C(=O)CCCc1ccccc1 (stereo not given)	-7	0	1	4	0	-11	2	-1	-3	-3
C=CCn1c2ccccc2c(=O)c2cc(C#Cc3ccccn3)ccc21	5	-19	-88	-25	5	3	-1	4	-4	-1
Cc1ccc(C(=O)Nc2ccc(S(=O)(=O)Nc3ncccn3)cc2)cc1[N+](=O)[O-]	1	5	5	4	-8	3	-1	-3	3	-3
O=C(NNC(=O)c1cccs1)c1ccc(S(=O)(=O)N2CCCCC2)cc1	2	-9	3	0	-1	1	4	2	2	0
O=C(CCc1ccccc1)NCc1ccc(F)cc1	1	4	-5	0	3	10	1	4	-1	-3
CCN(CC)C(=S)Nc1cc(C(=O)OC)ccc1C(=O)OC	-4	5	-6	1	6	0	0	1	2	4
Cc1cccc(C)c1NC(=S)Nc1ccc(F)cc1	-3	7	3	-4	3	10	2	2	-1	-5
Cc1cc(NC(=O)c2ccc(COc3ccc(Cl)c(C)c3)o2)no1	4	-4	-2	-11	-13	1	8	-6	-2	4
Cc1ccccc1C(=O)c1c[nH]c(C(=O)N=CN(C)C)c1	-1	-2	-3	5	4	4	-4	1	4	1
O=Cc1c(-[n+]2ccccc2)nc([O-])n1-c1ccccc1	0	0	6	2	-1	-1	-5	2	2	2
COc1ccc(CCCNC(=O)C2CCC(=O)N(CCCN3CCCC3=O)C2)cc1 (stereo not given)	-2	3	-1	3	11	7	0	3	-1	1
Later entries
SMILES	rCAG binder	SIAE inh	HTRA1 inhibitor	ABHD4 inh	TDP2 absorb	TCR-CD3 inh	LEDGF integ inh	NPR2 activator	PRMT1 FP inh	MBD2 inh
CCN(CC)C1CCN(C(=O)c2ccc(OC3CCN(CCc4ccccc4)CC3)cc2)C1 (stereo not given)	-15	3	0	0	-10	7	-1	4	-4	-10
CCOc1ccc(C2CC=C(C(=O)O)CN2S(=O)(=O)c2ccc(C)cc2)cc1 (stereo not given)	20	-5	x	4	-6	x	4	-6	2	-2
CCCCCCCCCCOC(=O)C[N+](C)(C)CC1CCCCC1O (stereo not given)	8	-5	5	11	-21	4	-6	-1	3	2
CCc1ccc2oc(C(=O)N3CCN(c4ccccc4OC)CC3)cc(=O)c2c1	-7	-2	-3	6	-4	-1	4	8	-1	1
O=C(O)CCc1cccnc1	1	0	-2	2	2	-2	-3	2	4	-1
CCOc1ccc(C(=O)N[C@H](C(=O)Nc2ccc(S(=O)(=O)Nc3nccs3)cc2)C(C)C)cc1	47*	-5	-13	-5	5	1	3	3	1	-6
O=C(NO)c1cc(OCC(F)(F)F)ccc1OCC(F)(F)F	5	2	10	10	-8	-3	1	3	-3	-3
O=C1CCC(=O)N1CCOP1(=O)COc2ccccc2OC1	-1	-1	-1	-2	3	5	0	1	-3	0
CC(=O)NNC(=O)c1[nH]c2ccc(Br)cc2c1-c1ccccc1	5	-1	-4	-7	2	1	1	-8	0	-2
Cc1ccc(OCCSCc2nc3ccccc3[nH]2)cc1	5	-9	-8	-21	5	-1	-2	-1	-2	7
COc1ccc(N(Cc2ccccc2)C(=O)OC(C)(C)C)c(C(=O)N(C)OC)c1	-3	1	6	2	-8	-3	2	-12	-9	1
CCOCCCn1c(=S)[nH]c2cc(C(=O)NCCc3ccc(OC)c(OC)c3)ccc2c1=O	-3	-9	1	0	3	-8	-2	-3	2	-3
O=C(NCC(c1ccco1)N1CCOCC1)c1ccc([N+](=O)[O-])cc1 (stereo not given)	-2	-1	0	6	-1	1	-1	1	4	6
CCOC(=O)c1c(NC(N)=O)nc2n1CCC2	0	-3	0	-3	10	4	0	2	0	1
CCC1=NC(c2ccc(OC)c(OC)c2)N(O)C1(C)C (stereo not given)	3	1	1	7	9	12	-1	2	0	-3

High-throughput results (PubChem)
